# Screens: PubChem, National Center for Advancing Translational Sciences (NCATS)
# RXFP1 ag: activates the human relaxin receptor RXFP1; HEK293T-RXFP1 cAMP TR-FRET, 30 min; response scale: percent of porcine relaxin response, buffer zero; Potency, µM (doses to about 57.5 µM), inactives show at the highest dose activation, actives largely listed as activators; actives 0.3% (n = 370,000); further: potency means the concentration at half of the fitted maximal effect; on the % scale 0 is the no-effect control and ±100 the full control effect; nearly all actives have a fitted effect of over 60% in size; many of its hits are not listed in these tables
# Target sequence (Q9HBX9 whole entry, looked up): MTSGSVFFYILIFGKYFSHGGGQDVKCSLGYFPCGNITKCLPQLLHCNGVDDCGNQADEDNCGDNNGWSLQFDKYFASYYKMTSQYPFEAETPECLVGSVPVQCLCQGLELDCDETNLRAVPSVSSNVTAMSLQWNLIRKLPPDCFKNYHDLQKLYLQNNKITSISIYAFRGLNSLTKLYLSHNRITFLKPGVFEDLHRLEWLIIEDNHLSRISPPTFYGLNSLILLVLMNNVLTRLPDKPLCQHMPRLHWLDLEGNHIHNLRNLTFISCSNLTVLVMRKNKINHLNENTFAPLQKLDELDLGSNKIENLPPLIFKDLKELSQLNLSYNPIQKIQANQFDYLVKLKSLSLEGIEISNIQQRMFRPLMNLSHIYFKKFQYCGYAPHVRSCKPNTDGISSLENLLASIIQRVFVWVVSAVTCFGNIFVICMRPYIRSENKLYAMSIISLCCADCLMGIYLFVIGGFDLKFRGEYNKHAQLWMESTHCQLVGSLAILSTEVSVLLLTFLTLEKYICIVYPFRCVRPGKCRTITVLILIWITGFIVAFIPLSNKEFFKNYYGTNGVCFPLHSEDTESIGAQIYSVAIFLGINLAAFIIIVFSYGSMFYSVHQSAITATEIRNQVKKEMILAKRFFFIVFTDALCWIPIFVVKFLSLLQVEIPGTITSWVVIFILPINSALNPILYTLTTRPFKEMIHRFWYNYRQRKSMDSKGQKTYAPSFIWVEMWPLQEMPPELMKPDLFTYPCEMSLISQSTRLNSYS
#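 cAMP rise read by TR-FRET after 30 min, 37C compound exposure (up to 58 uM) in RXFP1-transfected HEK293 cells with Ro 20174 present. EC50 from Hill-equation fits, with 29 nM porcine relaxin as 100% and buffer as basal.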
# GRP78 ERSR act: ER stress response induction in glioma; Potency, µM, inactives show top-dose activation, hits mostly activators; AID 602332; U87-MG GRP78 promoter luciferase reporter, 16 h; actives 0.02% (n = 420,000); further: potency means the concentration at half of the fitted maximal effect; series mostly up to about 76 µM; % of control where 0% means no effect; nearly all actives have a fitted effect of over 35% in size
#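 ERSR induction read as luciferase luminescence (Bright-Glo, 10 min at room temperature) in stably transfected human U87-MG glioma cells exposed to compounds for 16 h, using GRP78 as sensor.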
# Vif-APOBEC3G blk: inhibitors of Vif-APOBEC3G interaction | Potency, µM (top dose mostly 46.1 µM), for inactives: at the highest dose activity, negative = active, hits mostly inhibitors | AID 602310 | actives 0.076% (n = 410,000) | HeLa A3G-eYFP + Vif (tagged APOBEC3G with the HIV-1 protein that degrades it), YFP fluorescence, overnight | Q9HC16;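 further: potency means the concentration at half of the fitted maximal effect; on the % scale 0 is the no-effect control and ±100 the full control effect; nearly all actives have a fitted effect of over 60% in size; hits raise eYFP signal because A3G escapes Vif-driven loss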
#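 Read-out is eYFP fluorescence (Ex 488/Em 500-530) from Vif-expressing HeLa A3G-eYFP cells; more signal means A3G escaped Vif-mediated degradation. Cells plated overnight, compound pinned in, incubated overnight at 37 deg C.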
# RXFP1 antag: RXFP1 (human) relaxin receptor antagonism; Q9HBX9; HEK293-RXFP1, relaxin-stimulated cAMP HTRF, 30 min; stronger effect = lower value; activity change, negative = inhibition, % at 57.5 µM; actives 0.59% (n = 350,000); AID 1259400;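 active means activity change of -60% or lower, but not beyond a set lower limit; inconclusive means change between -60% and -40%, or beyond the set limit; inactive means change above -40%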; further: on the % scale 0 is the no-effect control and ±100 the full control effect
# Vif-A3F inh: Vif-A3F binding inhibition. HeLa A3F-eYFP + Vif (tagged APOBEC3F with the HIV-1 protein that degrades it), YFP fluorescence increase. Potency, µM (titrated, usually from 46.1 µM), inactives show at the highest dose activity, negative = active. actives 0.2% (n = 390,000); further: potency means the concentration at half of the fitted maximal effect; % of control where 0% means no effect; nearly all actives have a fitted effect of over 65% in size
#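 HeLa cells stably expressing A3F-eYFP plus Vif, plated and incubated overnight at 37 deg C, then exposed to compounds overnight at 37 deg C. Blocked degradation read as raised yellow fluorescence (Ex 488/Em 500-530).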
# D1 agonist: activates the human D1 dopamine receptor. P21728. HEK293 T-REx D1 cells, calcium flux, agonist mode. activation, % at 2 µM. actives 1% (n = 360,000); in the data active means activation above about 30%; further: 0% is about no effect
#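 Inducible HEK293 T-REx D1 cells, force-coupled to calcium signalling, were plated at 4000 cells/well with tetracycline and held overnight at 30 C. After no-wash calcium dye loading, compound-evoked calcium rise over 180 s flagged agonists.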
# D1 potentiator: enhances dopamine response at the human D1 receptor; P21728; HEK293 TREx D1 cells, calcium flux, dopamine EC20 potentiation; potentiation, % at 10 µM; actives 0.036% (n = 360,000); in the data active means potentiation above about 30%; further: 0% is about no effect
# D2 PAM: positive allosteric modulators of human D2 dopamine receptor; P14416; HEK293 T-REx D2, calcium flux, EC20 dopamine potentiation; potentiation, % at 10 µM; actives 0.34% (n = 340,000);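 active means potentiation over 3 SD above the plate norm, cut at about 30% in these data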; further: 0% is about no effect
#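 Cells plated with tetracycline inducer and held overnight at 30 C; calcium dye loaded 30–90 min at room temperature; baseline taken, compound added and read 180 s; EC20 dopamine then added and read 180 s.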
# D1 antag: blocks dopamine activation of the human D1 receptor; activity change, negative = inhibition, % at 10 µM; P21728; HEK293 TREx D1 cells, calcium flux, dopamine EC80; stronger effect = lower value; actives 3.2% (n = 360,000); in the data active means activity change below about -30%; further: on the % scale 0 is the no-effect control and ±100 the full control effect
#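 After overnight tetracycline induction at 30 C, force-coupled D1 HEK293 cells took up a no-wash calcium dye at room temperature. Compounds were added and monitored 180 s, and the response to EC80 dopamine was then recorded.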
# * marks the source's active call; other numbers are inactive results; ? = inconclusive; nt = no result given; & = joins results of further samples. Unless noted, the call rests on the fitted dose curve; in most records, active means well fitted curve in the direction sought with a large enough effect; inconclusive means small, poorly fitted or top-dose-only effect, or another doubt; inactive means no such curve, though single readings can be large; an effect the other way counts as inactive or inconclusive. Some of the compounds tested; rates above refer to the full screens.
RXFP1 ag | GRP78 ERSR act | SMILES | Vif-APOBEC3G blk | RXFP1 antag | Vif-A3F inh | D1 agonist | D1 potentiator | D2 PAM | D1 antag
11% | -3% | O=C(O)c1cc(NC(=O)c2ccco2)cc(NC(=O)c2ccco2)c1 | 0% | 6 | -1% | 2 | -6 | -11 | 5
2.5% | -3% | CCCOCC1CC(CCc2nc(=S)[nH][nH]2)C(=O)O1 (stereo not given) | 1% | -12 | -3% | 3 | 4 | -5 | 4
2.0% | -1% | CC1(C)OC(=O)C(=Cc2ccc[nH]2)C(=O)O1 | 0% | -1 | -4% | 4 | -1 | -9 | -7
2.0% | -3% | C=CCOc1ccc(CNc2ccc3[nH]c(=O)[nH]c3c2)cc1OC | -1% | -32 | ? | 3 | -11 | 4 | 8
-0.1% | -1% | CCC(NC(=O)c1ccncc1)c1ccccc1 (stereo not given) | 0% | 1 | 9% | 2 | -7 | nt | -10
5.2% | -5% | CC1(C)CC(=O)N(c2ccc(Cl)c(Cl)c2)C(=O)C1 | 4% | -7 | 3% | 3 | -5 | -7 | -11
0.0% | 1% | O=C(NCCc1ccccc1)C1CCCN(S(=O)(=O)c2cccnc2)C1 (stereo not given) | 6% | -5 | -1% | -1 | -4 | 6 | 17
-1.0% | -3% | COCCn1c(SCC(=O)Nc2ccccc2OC)nc2c(oc3ccccc32)c1=O | 0% | 5 | 6% | 2 | 2 | 5 | -18
0.5% | -2% | Cc1cc(CN(C)Cc2cn(C)nc2-c2ccc(Oc3ccccc3)cc2)on1 | 1% | 2 | 12% | 4 | -3 | 5 | 9
0.0% | 1% | Cc1ccc2nc(SCC(=O)NCCCN3CCCC3=O)[nH]c2c1 | -1% | 2 | -5% | 2 | -1 | -3 | 30
1.4% | -3% | COc1cc2c(cc1OC)C(CC(=O)O)N(C(=O)Nc1cc(OC)c(OC)c(OC)c1)CC2 (stereo not given) | 9% | 2 | 8% | -1 | 0 | -3 | -3
-4.2% | 2% | COCC(=O)OC/C(O)=C(\C#N)c1nc2ccccc2[nH]1 | -5% | -1 | ? | 5 | 4 | -1 | 0

# Taken from above:
# For D1 antag, `CCC(NC(=O)c1ccncc1)c1ccccc1` (stereo not given) is listed with -10
# For D1 antag, `COCCn1c(SCC(=O)Nc2ccccc2OC)nc2c(oc3ccccc32)c1=O` is listed with -18
# For RXFP1 ag, `CC1(C)OC(=O)C(=Cc2ccc[nH]2)C(=O)O1` is listed with 2.0%
# For D1 agonist, `Cc1cc(CN(C)Cc2cn(C)nc2-c2ccc(Oc3ccccc3)cc2)on1` is listed with 4
# For D1 antag, `COCC(=O)OC/C(O)=C(\C#N)c1nc2ccccc2[nH]1` is listed with 0
# For D2 PAM, `Cc1ccc2nc(SCC(=O)NCCCN3CCCC3=O)[nH]c2c1` is listed with -3

# The list continues.
RXFP1 ag | GRP78 ERSR act | SMILES | Vif-APOBEC3G blk | RXFP1 antag | Vif-A3F inh | D1 agonist | D1 potentiator | D2 PAM | D1 antag
1.8% | -5%&0% | COc1ccc(NC(=O)c2ccc(CNc3c(NC4CCCCC4)c(=O)c3=O)cc2)cc1OC | 2%&2% | -23 | -28%&2% | 5 | nt | 26 | -5
-1.8% | 2% | Cc1ccc(C)n1-c1nnc(N2CCCC(C(=O)Nc3ccc(C(C)C)cc3)C2)s1 (stereo not given) | 2% | nt | 6% | -3 | 4 | 27 | 19
0.5% | -1% | CN(CC(=O)Nc1ccccc1Cl)C(=O)COC(=O)/C=C/c1cccs1 | 2% | -3 | -1% | 1 | 3 | -1 | -6
2.7% | -2% | CC(C)c1ccc(CN(C(=O)C2COc3ccccc3O2)C2CCS(=O)(=O)C2)cc1 (stereo not given) | -6% | -6 | -8% | 0 | -3 | -8 | 2
-0.1% | -10% | CC(=O)c1cc(NC(=O)c2cccc(C(F)(F)F)c2)c(=O)oc1C | -12% | 7 | -18% | 2 | -5 | 10 | 13
6.0% | -3% | CN1CCc2c(sc3c2C(=O)NC(c2ccc(C(C)(C)C)cc2)N3)C1 (stereo not given) | -17% | -2 | ? | 37* | 3 | 5 | 2
-1.7% | -3% | S=C1NCCOCCOCCOCCNC(=S)N2CCOCCOCCN1CCOCCOCC2 | -2% | 4 | 15% | 1 | -1 | 2 | -3
2.3% | -2% | CC1C(c2ccccc2)N(C)CCC12NC(=O)NC2=O (stereo not given) | -3% | 3 | -2% | 10 | 9 | 3 | -11
0.4% | 0% | C=CCn1c(=O)/c(=C/c2ccc(F)cc2)s/c1=C(\C#N)c1nnc2n1CCCCC2 | 0% | 11 | -3% | 0 | -4 | 4 | -21
3.9% | -1% | CCCCN(CC)C(=O)CSc1nc2ccccc2c(=O)n1CC1COc2ccccc2O1 (stereo not given) | -5% | -6 | -8% | 2 | -4 | -3 | 3
6.6% | -1% | COc1ccc(/C=N/NC(=O)c2cccc(C(=O)N/N=C/c3ccc(OC)cc3)n2)cc1 | 2% | 9 | -6% | 0 | 1 | nt | -10
nt | -3% | O=C(CN1C(=O)NC2(CCOc3ccccc32)C1=O)Nc1cccc([N+](=O)[O-])c1 (stereo not given) | -1% | -3 | 2% | nt | nt | nt | nt
1.3% | -6% | Cc1c(C(=O)N/N=C/c2ccccn2)nnn1-c1nonc1N | 0% | -7 | 12% | 0 | -3 | nt | 16
-0.6% | -4% | O=S(=O)(Nc1ccc(Cl)cc1)c1ccc(N2CCOCC2)c(NC(=S)NCCN2CCOCC2)c1 | -1% | -18 | 3% | 6 | -9 | -3 | -10
-1.1% | 1% | CN(C)/C=C1\C(=O)ON=C1c1ccccc1 | -2% | -20 | 0% | 1 | -3 | 5 | -3
-3.7% | 6% | Cc1cc(NS(=O)(=O)c2ccc(NS(=O)(=O)c3ccc(CC(C)C)cc3)cc2)nc(C)n1 | -14% | -32 | ? | 12 | 4 | 1 | nt
2.9% | -1% | NC(=O)[C@@H]1CCCCNc2c(F)cc([N+](=O)[O-])cc2C(=O)N[C@@H](CCCN=C(N)N)C(=O)NCC(=O)N1 | 0% | nt | 2% | -2 | -1 | 4 | 4
0.0% | 0% | Cn1cccc1CNC(=S)Nc1ccccc1F | 3% | -3 | 0% | 1 | -7 | 1 | -8
0.0% | -2% | CN(Cc1ccccc1)C(=O)CN1C(=O)c2ccccc2C1=O | 2% | 1 | 4% | 0 | -3 | 1 | 5
1.2% | 0% | Cc1cccc(C2=N/C(=C/c3cccs3)C(=O)O2)c1 | 1% | 2 | 3% | 1 | -10 | -5 | -10
0.1% | -4% | O=C(NCc1ccc2c(c1)OCO2)c1ccc(Cl)c(S(=O)(=O)N2CCOCC2)c1 | 2% | 15 | 0% | -1 | 3 | -5 | 4
nt | -1% | COc1ccccc1C(=O)Nc1ccc2ccccc2c1 | -8% | 14 | -7% | nt | nt | nt | nt
0.4% | 0% | CS(C)(=O)=NS(=O)(=O)c1ccc(Cl)cc1 | 1% | 0 | nt | 2 | 2 | 5 | 1
1.1% | -2% | COc1cc(CNc2cccc(F)c2)cc(Br)c1O | 0% | 3 | -3% | 2 | 0 | -4 | -3
1.6% | 3% | Cc1onc(-c2ccccc2)c1C(=O)N/N=C/c1ccc(Br)cc1 | -5% | -23 | 3% | 0 | -1 | 3 | -17
-0.7% | -1% | CNC(=O)CSc1nc2c([nH]c3ccccc32)c(=O)n1CCOC | 2% | 5 | -6% | 1 | -3 | 1 | 8
3.2% | -8% | CSc1nc(SC)c2c3c(oc2n1)COC(C)(C)C3 | 1% | -19 | -16% | 0 | 6 | 8 | 12
0.5% | -3% | COc1ccccc1CNS(=O)(=O)c1ccc2c(c1)CCCN2C(C)=O | 0% | 12 | 5% | 5 | -4 | 0 | -6
4.0% | 2% | Cc1cccc(-n2nc(C)c3c2NC2=C(C(=O)CCC2)C3c2ccccn2)c1 (stereo not given) | -3% | -20 | 9% | 3 | -3 | 6 | 21
0.3% | -6% | c1ccc2[nH]c(SCc3cscn3)nc2c1 | -3% | 0 | -2% | 2 | -5 | 1 | -10
0.5% | 1% | CCOc1ccc(NC(=O)CN(C)C(=O)c2ccc3[nH]c4c(c3c2)CC(C)CC4)cc1OCC (stereo not given) | 2% | -25 | 6% | 0 | -2 | 4 | 17
1.6% | -3%&0% | C=C[C@@H]1c2ccccc2N(S(=O)(=O)c2ccc(C)cc2)[C@H](c2ccc(C(F)(F)F)cc2)C1(C#N)C#N | -7%&-6% | nt | -1% | 2 | -4 | 17 | -32*
-1.2% | -2% | CC(C(=O)Nc1cc([N+](=O)[O-])ccc1Cl)N1CCN(c2ccccc2)CC1 (stereo not given) | 1% | 7 | -5% | 6 | 0 | 16 | 8
-2.8% | 0% | COc1ccc(C(=O)n2cc(C(C)=O)c3ccccc32)cc1 | ? | 13 | -6% | 3 | 7 | 5 | -4
0.0% | -2% | C=CCSc1nccc(-c2cc(Cl)sc2Cl)n1 | -2% | -8 | ? | 3 | 2 | -15 | 24
-0.5% | -3% | CS(=O)(=O)N1CCN(C(=O)Cc2ccc(Br)cc2)CC1 | -3% | 8 | 1% | 1 | -1 | -2 | 33
3.2% | -4% | CCN1CCCC1Cn1cnc2c([nH]c3ccc(Cl)cc32)c1=O (stereo not given) | -1% | -2 | 3% | 5 | -1 | 14 | 8
4.4% | -1% | Cc1ccc(Nc2nnc(-c3ccc(C)c(S(=O)(=O)N4CCN(C)CC4)c3)c3ccccc23)c(C)c1 | -4% | -3 | 0% | -1 | -5 | -9 | -57*

# Profiles, looked up by structure. Order of values: RXFP1 ag | GRP78 ERSR act | Vif-APOBEC3G blk | RXFP1 antag | Vif-A3F inh | D1 agonist | D1 potentiator | D2 PAM | D1 antag
# `COc1ccccc1CNS(=O)(=O)c1ccc2c(c1)CCCN2C(C)=O` is entered as 0.5% | -3% | 0% | 12 | 5% | 5 | -4 | 0 | -6
# `CCOc1ccc(NC(=O)CN(C)C(=O)c2ccc3[nH]c4c(c3c2)CC(C)CC4)cc1OCC` (stereo not given) is entered as 0.5% | 1% | 2% | -25 | 6% | 0 | -2 | 4 | 17
# `Cc1cccc(-n2nc(C)c3c2NC2=C(C(=O)CCC2)C3c2ccccn2)c1` (stereo not given) is entered as 4.0% | 2% | -3% | -20 | 9% | 3 | -3 | 6 | 21
